Bioassay records from PubChem BioAssay.
S1P4 antagonist: S1P4 receptor antagonists, primary screen, cell-based | Sphingosine 1-phosphate receptor 4 (Homo sapiens), O95977 | S1P4-expressing cells, antagonist mode, reporter read-out | inhibition, % at 4.98 µM | 220,000 compounds, 0.26% hits | AID 1510, 2009; in the data active = inhibition above about 29%;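 note: 0% = wells stimulated with agonist and 100% = vehicle wells without agonist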
PERK inhibitor: block of dimerizer-induced PERK translation repression, primary screen, PERK inhibitor project, CHO PERK-DD cells, SEAP luminescence, HTS; Eukaryotic translation initiation factor 2-alpha kinase 3 (Homo sapiens), Q9NZJ5; CHO PERK-DD fusion, SEAP luminescence translation reporter; inhibition, % at 5.6 µM; 220,000 compounds, 0.17% hits;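 active = inhibition above the mean inhibition of all tested compounds plus 3 SD, set separately per screening campaign, cut at about 2.9% in these data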;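 note: PERK kinase domain activated by AP20187 dimerizer at 100 nM; 0% = DMSO with dimerizer and 100% = rapamycin at 8.4 µM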
Target sequence (Q9NZJ5 whole entry, looked up, the tested form may be a part): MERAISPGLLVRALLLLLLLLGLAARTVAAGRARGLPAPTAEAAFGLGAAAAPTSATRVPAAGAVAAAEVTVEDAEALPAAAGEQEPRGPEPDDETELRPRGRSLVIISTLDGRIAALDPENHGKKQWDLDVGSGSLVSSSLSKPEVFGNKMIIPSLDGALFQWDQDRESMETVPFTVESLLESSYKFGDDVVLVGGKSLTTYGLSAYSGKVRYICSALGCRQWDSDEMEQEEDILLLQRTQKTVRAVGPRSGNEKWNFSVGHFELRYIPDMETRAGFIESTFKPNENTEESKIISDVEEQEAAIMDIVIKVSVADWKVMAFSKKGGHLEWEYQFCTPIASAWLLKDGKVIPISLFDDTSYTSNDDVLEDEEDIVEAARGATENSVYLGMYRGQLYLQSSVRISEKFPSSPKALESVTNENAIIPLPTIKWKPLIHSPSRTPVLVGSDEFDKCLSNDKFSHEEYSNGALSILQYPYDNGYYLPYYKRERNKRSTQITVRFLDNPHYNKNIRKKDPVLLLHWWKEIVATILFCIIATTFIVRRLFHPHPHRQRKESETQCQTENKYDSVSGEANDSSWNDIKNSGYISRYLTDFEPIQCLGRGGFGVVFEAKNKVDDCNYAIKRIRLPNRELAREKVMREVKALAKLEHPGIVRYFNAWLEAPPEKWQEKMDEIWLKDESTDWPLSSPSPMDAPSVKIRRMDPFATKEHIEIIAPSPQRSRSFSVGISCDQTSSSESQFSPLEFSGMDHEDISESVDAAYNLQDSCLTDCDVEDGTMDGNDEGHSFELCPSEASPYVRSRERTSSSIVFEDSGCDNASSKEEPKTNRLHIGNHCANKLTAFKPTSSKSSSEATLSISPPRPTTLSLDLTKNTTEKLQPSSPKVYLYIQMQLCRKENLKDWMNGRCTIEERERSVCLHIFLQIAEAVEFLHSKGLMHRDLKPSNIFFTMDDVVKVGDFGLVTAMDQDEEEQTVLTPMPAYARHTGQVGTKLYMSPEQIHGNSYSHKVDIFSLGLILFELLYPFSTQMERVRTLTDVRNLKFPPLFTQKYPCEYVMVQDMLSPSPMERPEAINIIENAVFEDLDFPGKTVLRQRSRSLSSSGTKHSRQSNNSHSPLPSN
TRPML3 agonist: human TRPML3 channel agonists, primary screen, cell-based, HEK293 TRPML3-YFP, Fluo-8 calcium fluorescence, 3 µM | Mucolipin-3 (Homo sapiens), Q8TDD5 | 100% = the carbachol control signal | activation, % at 3 µM | 220,000 compounds, 0.29% hits;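 active = activation above its plate's cutoff, the mean activation of the plate's test wells plus 3 SD, cut at about 12% in these data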;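 note: 0% = DMSO only wells and 100% = carbachol wells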
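Test system: HEK293 cells stably carrying human TRPML3-YFP; Doses: single dose, 3 µM final nominal compound, 0.3% DMSO final; Schedule: dye loading 1 h 37 °C then 30 min ambient, 125 s read; Technique: Fluo-8 calcium fluorescence; Benchmarks: high control carbachol 87 µM, low control DMSO.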
EP2 mod: EP2 receptor modulators, cAMP readout, primary screen, cell-based, HTRF cAMP, PGE2 stimulation; Prostaglandin E2 receptor EP2 subtype (Homo sapiens), P43116; EP2-expressing cells, cAMP HTRF FRET, PGE2 co-stimulation; induction, % at 25 µM; 260,000 compounds, 0.83% hits; AID 940, 2007;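 active = compounds whose cAMP rise, as percent of the full-agonist control response, exceeds 60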;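 note: rat C6 glioma line stably carrying human EP2 under a CMV promoter; the protocol text gives 20 µM as final concentration; 100% = response of wells given 1 µM PGE2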
Calpain2 inh: inhibitors of pig calpain II, primary screen, biochemical, fluorogenic peptide substrate, 1536-well. purified calpain II, 30 min. inhibition, % at 16 µM. 220,000 compounds, 0.37% hits. AID 1236, 2008;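 active = inhibition above about 50%, limit read from the data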
Ba/F3 V617F tox: reduced viability of JAK2V617F-dependent Ba/F3 cells, primary screen, JAK2V617F inhibitor project, cell-based, Ba/F3 EpoR-JAK2V617F, luminescence | AID 1446, 2008 | inhibition, % at 5.6 µM | ATP luminescence | 220,000 compounds, 1.1% hits;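 active = inhibition above the campaign mean plus 3 SD over all tested compounds, cut at about 24% in these data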;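 note: cytokine-independent growth of Ba/F3 cells driven by EpoR plus mutant JAK2; 0% = DMSO-treated cells and 100% = JAK inhibitor I control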
S1P4 ag: S1P4 receptor agonists, primary screen, cell-based; Sphingosine 1-phosphate receptor 4 (Homo sapiens), O95977; S1P4-expressing cell line, agonist reporter assay; activation, % at 4.98 µM; 220,000 compounds, 0.35% hits; AID 1509, 2009; in the data active = activation above about 11%;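 note: 0% = DMSO vehicle and 100% = reference agonist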
TRPN1 ag: zebrafish TRPN1 channel agonists, primary screen, cell-based, HEK293, calcium fluorescence; 220,000 compounds, 0.18% hits; transient receptor potential cation channel N1 (TRPN1/NompC), Danio rerio; HEK293 zebrafish TRPN1-YFP, Fluo-8 calcium fluorescence; 100% = response to 87 µM carbachol; AID 1424, 2008; activation, % at 3 µM;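 active = activation above its plate's cutoff, the mean activation of test wells on that plate plus 3 SD, cut at about 19% in these data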;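 note: 0% = DMSO alone and 100% = 87 µM carbachol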
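Material: zebrafish TRPN1-YFP in HEK293 cells. Doses: one dose of 3 µM, 0.3% DMSO. Incubation: dye 1 h 37 °C plus 30 min RT. Measured by: intracellular calcium fluorescence with Fluo-8.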
BaF3 parental: parental Ba/F3 cell viability inhibition, counter-screen for JAK2V617F inhibitor project, murine pro-B, CellTiter-Glo luminescence. CellTiter-Glo ATP luminescence. inhibition, % at 5.6 µM. 220,000 compounds, 1.1% hits. AID 1486, 2009;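 active = inhibition above a per-campaign cutoff, the mean inhibition of all tested compounds plus 3 SD, cut at about 27% in these data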;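 note: 0% = DMSO wells and 100% = JAK Inhibitor I control wells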
Active calls of the source: *; & = joins results of further samples.

mol | BaF3 parental | TRPN1 ag | Calpain2 inh | S1P4 ag | PERK inhibitor | Ba/F3 V617F tox | S1P4 antagonist | TRPML3 agonist | EP2 mod
O=C(NCc1cccs1)C1CC(c2ccc(F)cc2)=NO1 (stereo not given) | 5 | -0.3 | 8 | 0.6 | 0.9 | 2 | 7 | 0.4 | -11
CCCCOCCCNC(=O)CN1C(=O)c2ccccc2C1=O | 1 | 0.1 | -9 | -0.8 | 0.6 | -3 | -6 | 0.5 | 33
CC(C)CC(C(=O)Nc1oc(-c2ccco2)c(-c2ccco2)c1C#N)N1C(=O)c2ccccc2C1=O (stereo not given) | 7 | 1.2 | -112 | -0.1 | 0.0 | -3 | 8 | 0.4 | 10
CC(C)(C)NC(=O)c1ccc(C(=O)NC(C)(C)C)cc1 | -3 | -1.1 | -3 | -0.2 | 0.9 | 4 | -12 | 0.5 | -9
COCCC(=O)Nc1ccc2c(c1)CN(C(=O)CCOC)CC2 | 10 | -1.1 | -39 | -1.4 | 1.1 | -2 | 3 | 0.9 | 20
COc1ccc(NC(=O)CNc2cccc(C#N)c2)cc1Cl | 6 | -0.1 | 12 | 0.5 | -0.1 | 5 | -27 | 0.1 | -23
S=C(NCCc1c[nH]c2ccccc12)NC1CCCC1 | 2 | 0.8 | 16 | 0.6 | 0.3 | -1 | -20 | 1.4 | -83
Cc1ccc(C)c(NC(=S)NC2CC3CCC(C2)N3Cc2ccco2)c1 (stereo not given) | 2 | -2.1 | 10 | 1.7 | 0.7 | 0 | 3 | 0.7 | -22
CC(C)(C)c1ccc(CSc2nnc(-c3ccccn3)n2Cc2ccco2)cc1 | 6 | -1.0 | 5 | 0.0 | -0.4 | -1 | -3 | -0.2 | 10
COC(=O)c1cccc(NC(=O)c2nn(C(C)C)c(=O)c3ccccc23)c1 | 2 | -0.1 | -115 | -0.1 | 0.1 | -6 | -3 | -0.1 | 23
CN1C(=O)C(/C(N)=N/NC(=O)c2ccccc2)C2CC1(C)Oc1ccccc12 (stereo not given) | 6 | -0.4 | 27 | -0.3 | 1.1 | 3 | -9 | 0.0 | 17
NC(=S)COc1ccccc1 | -3 | -0.9 | 0 | 0.9 | 1.6 | -3 | 2 | 0.8 | -7
O=C(O)CC(NC(=O)OCc1ccccc1)c1ccccc1 (stereo not given) | 3 | 0.9 | 3 | 0.9 | 0.7 | 1 | 0 | -0.8 | 10
COc1cc2cc(CN(C(=O)NC3CCCCC3)C3CCCC3)c(=O)[nH]c2cc1OC | 2 | -0.6 | -188 | 0.1 | -0.6 | -2 | 14 | -0.5 | -1&-22
Cc1[nH]n(-c2cccc(Cl)c2)c(=O)c1-c1ccc(Cl)cc1 | 4 | 5.4 | 3 | -2.3 | 0.3 | -4 | -6 | 6.8 | -10
O=C(NC1CCNCC1)C1CC1 | 7 | 1.8 | 1 | 0.2 | 1.7 | 1 | -10 | 0.8 | 2
Cn1c(=O)cc(OCCCC(=O)NCc2ccc3c(c2)OCO3)c2ccccc21 | 7 | -1.1 | 19 | -0.5 | -0.2 | 0 | -22 | 0.8 | -9
COCCCn1cnc2c(c1=O)c1nc3ccccc3nc1n2-c1ccccc1 | 7 | 0.9 | -222 | 0.9 | -0.2 | 0 | -5 | 0.4 | 13
COc1ccc(C(=O)COc2ccccc2C#N)cc1 | 3 | 1.3 | -3 | 1.7 | -0.9 | -2 | -3 | -0.1 | 7
COc1ccccc1NNC(=O)C(O)(c1ccccc1OC)c1ccccc1OC | 3 | -1.5 | -3 | 8.2 | 0.2 | -3 | -10 | -0.1 | 1
CN1CCN(c2nc3c(c(=O)n(C)c(=O)n3C)n2Cc2cccc3ccccc23)CC1 | 6 | -1.3 | -44 | 0.3 | -2.9 | 3 | -2 | -0.1 | -1
COc1ccccc1NC(=O)Nc1ccc2[nH]c(=O)[nH]c2c1 | 7 | -0.5 | 9 | 0.6 | 0.9 | -1 | -30 | 0.4 | -14
O=C(c1ccc2ccccc2c1)N1CCN(c2ccc(C(F)(F)F)cn2)CC1 | 3 | -1.2 | 4 | 2.4 | 0.6 | -4 | 0 | 0.4 | 3
NC12CC3CC(C1)CC(CO)(C3)O2 | 6 | 0.5 | 13 | 1.2 | 0.5 | 0 | 1 | 1.2 | 15

Record cards, from the list above. Values in the order: BaF3 parental	TRPN1 ag	Calpain2 inh	S1P4 ag	PERK inhibitor	Ba/F3 V617F tox	S1P4 antagonist	TRPML3 agonist	EP2 mod
Entry for COC(=O)c1cccc(NC(=O)c2nn(C(C)C)c(=O)c3ccccc23)c1 = 2	-0.1	-115	-0.1	0.1	-6	-3	-0.1	23
Entry for COc1ccccc1NC(=O)Nc1ccc2[nH]c(=O)[nH]c2c1 = 7	-0.5	9	0.6	0.9	-1	-30	0.4	-14

Later entries
mol | BaF3 parental | TRPN1 ag | Calpain2 inh | S1P4 ag | PERK inhibitor | Ba/F3 V617F tox | S1P4 antagonist | TRPML3 agonist | EP2 mod
COc1cccc(C(=O)NC2CCCC2)c1 | 6 | 0.2 | 3 | -0.1 | -0.2 | 2 | -10 | 1.0 | 10
COC(=O)c1cc(OC)c(OC)cc1NC(=O)c1ccc(OC)c(OC)c1 | -1 | 2.0 | -294 | 0.9 | -2.3 | -1 | -11 | 1.1 | 29
O=[N+]([O-])c1ccccc1S(=O)(=O)N1CCN(CC2CC=CCC2)CC1 (stereo not given) | 12 | 1.8 | -14 | -0.2 | 0.7 | 3 | -8 | 1.8 | -4
CCOC(=O)c1c(NC(=O)C2CCCN(S(=O)(=O)c3ccc(C)cc3)C2)sc2c1CCCC2 (stereo not given) | 6 | 0.1 | -12 | -0.6 | 0.6 | -1 | -36 | 0.8 | 11
Cc1ccc(C2=NNC(C(O)C(O)C(O)CO)S2)cc1 (stereo not given) | 3 | -0.9 | 18 | -1.0 | 0.1 | 2 | 6 | 0.7 | 4
COc1ccc(S(=O)(=O)N(C)CC(=O)N2CCC(C)CC2)cc1Cl | 2 | 0.1 | -26 | 2.7 | 0.3 | -4 | -21 | 0.5 | 9
CCc1nc(CN2CCN(c3cc(C(F)(F)F)ccn3)CC2)c(C)[nH]1 | 3 | 2.7 | -9 | 0.2 | -0.6 | -4 | -10 | 0.9 | -7
COc1cc2ccccc2cc1C(=O)OCC(=O)NC1CCS(=O)(=O)C1 (stereo not given) | 0 | -0.1 | -346 | -0.8 | 0.9 | -3 | -10 | 0.4 | 13
CCCCC(=O)Nc1ccc(NC(=O)C(C)C)cn1 | 1 | 0.2 | -7 | 1.0 | 0.6 | 0 | -7 | 0.5 | -5
C=CCn1c(-c2ccc(S(=O)(=O)N3CCOCC3)cc2)csc1=Nc1ccccc1 | -1 | 0.3 | -18 | 0.2 | 0.3 | -2 | -17 | 0.2 | 20
Cc1ccc(C(=O)N/N=C/c2ccc3c(c2)OCO3)o1 | 2 | 1.4 | -21 | 0.3 | 0.5 | -2 | -11 | 0.8 | 12
CN1CCN(C(=O)C2CCN(S(=O)(=O)c3ccc4c(c3)oc(=O)n4C)CC2)CC1 | 4 | 1.3 | -6 | 0.3 | 0.9 | -1 | -9 | 0.3 | 0
O=C(O)C1CCCN1S(=O)(=O)c1cc(Cl)ccc1Cl (stereo not given) | 1 | 0.5 | 10 | -0.8 | 1.0 | 0 | 20 | 0.1 | 12
CCOC(=O)c1[nH]c(C)c(CN(CCc2ccccc2)C(=O)CCC(=O)O)c1C | 1 | 0.2 | 11 | -2.1 | -0.3 | -1 | -9 | 0.2 | 20
Cc1csc(NC(=O)CSc2nnc(-c3ccco3)n2C)n1 | 6 | 0.2 | 9 | 0.3 | 0.1 | 1 | 19 | 0.1 | 18&-34
O=C(Nc1c2c(nc3ccccc13)CCCC2)c1ccccc1Br | 10 | -1.5 | 13 | 1.7 | 0.5 | 4 | -25 | -0.6 | -4
CC(C)(C)OC(=O)NCCC(=O)N/N=C/c1ccc2ncccc2c1 | 6 | 1.0 | -4 | 1.1 | -1.6 | 0 | 7 | 0.7 | -40
CC1(C)CC(O)C(C)(C)N1O (stereo not given) | 5 | 0.5 | -30 | 0.3 | -0.7 | -3 | -9 | 0.7 | 26
C=CCn1c(=N)n(CC(=O)OC)c2ccccc21 | 0 | 1.8 | -4 | -1.1 | 0.2 | 2 | -3 | 1.8 | -9
CCOC(=O)C1(Cc2ccc(OC)cc2)CCN(C(=O)CN2CCOC2=O)CC1 | 4 | 0.1 | -7 | 0.2 | 0.9 | -6 | -7 | 1.1 | -17
O=C(NC(=S)Nc1ccccn1)c1ccc([N+](=O)[O-])cc1 | 4 | -0.1 | 3 | 1.2 | 0.7 | -2 | -20 | 0.6 | -20
CC(=O)n1nc(-c2ccc(Cl)cc2)nc1NCc1ccco1 | 4 | -0.6 | 14 | -0.6 | 0.5 | -1 | -1 | -0.5 | 13
CC1CCCCC1NC(=O)C1CCN(S(=O)(=O)N2CCCCCC2)CC1 (stereo not given) | 1 | 0.7 | -2 | -0.5 | 0.0 | -1 | 12 | 0.2 | -17
Nc1nc2n(c1C(=O)c1ccccc1)CCC2 | 4 | -1.1 | -20 | -0.1 | 1.1 | 3 | 0 | 0.7 | 18
O=C(COC(=O)C(O)c1ccccc1)c1ccc2c(c1)OCCO2 (stereo not given) | 6 | 0.4 | 28 | -2.3 | 0.1 | 2 | -9 | 0.7 | 15
CN(C=O)CP(=O)(O)CN1CCCCC1 | 0 | -0.8 | -2 | -1.2 | 1.0 | -7 | -6 | 0.7 | 14
CCC(NC(=O)/C(=C\c1ccc2c(c1)OCO2)NC(C)=O)C(=O)O (stereo not given) | 5 | 2.0 | 15 | -0.6 | 0.8 | 1 | -8 | 1.1 | 25
O=C(c1ccco1)N1CCN(C(=O)c2snc3ccc(Cl)cc23)CC1 | 1 | 1.9 | 1 | 1.9 | 1.1 | -2 | -6 | 3.7 | 20
COc1ccc(C(=O)C[n+]2ccc(-c3nnc4n3CCCCC4)cc2)cc1 | 0 | 2.2 | 2 | 1.7 | 0.0 | -2 | -17 | -0.1 | 6
Cc1ccc(NC(=O)C(SCC(=O)O)c2ccccc2)cc1C (stereo not given) | 2 | -0.5 | -47 | 0.5 | 1.1 | -5 | 6 | 0.1 | 15
